Compound activity: PubChem, several laboratories
IDE cell activ = IDE (human) activation, cell-based; P14735; HEK cells, FAbeta-B cleavage, fluorescence polarization; 0% vehicle, 100% cell-free pure enzyme wells; activation, % at 5.96 µM; 340,000 tested, 0.073% active; AID 493087;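 active = activation above the mean of all tested compounds plus 3 SD, set per screening campaign, cut at about 17% in these data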
VIM-2 inh = inhibitors of Pseudomonas aeruginosa VIM-2 metallo-beta-lactamase. purified VIM-2, nitrocefin hydrolysis, epi-absorbance fluorescence. inhibition, % at 5.6 µM. 290,000 tested, 0.89% active. AID 1527;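 active = inhibition above the mean of all tested compounds plus 3 SD, cutoff set per screening run, cut at about 7.5% in these data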;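 also: red hydrolysis product quenches plate fluorescence so inhibitors raise well fluorescence; 0% = enzyme with DMSO and 100% = DMSO without enzyme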
IMP-1 inh = blocks Pseudomonas aeruginosa IMP-1 metallo-beta-lactamase | purified IMP-1, nitrocefin hydrolysis, epi-absorbance fluorescence | inhibition, % at 5.6 µM | 290,000 tested, 0.45% active;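 active = inhibition above the mean plus 3 SD of all compounds in the same screening run, cut at about 4.5% in these data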;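 also: 0% = IMP-1 with DMSO and 100% = DMSO wells lacking enzyme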
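assay system = purified recombinant IMP-1 metallo-beta-lactamase enzyme | schedule = 15 min preincubation plus 25 min reaction at 25 °C | signal = Epi-absorbance fluorescence, 480 nm excitation, 530 nm emission | read-out basis = percent inhibition from optical density relative to buffer-blank wells | controls = IMP-1 with DMSO as 0%, enzyme-free DMSO as 100%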
PfM18AAP inh = blocks P. falciparum M18 aspartyl aminopeptidase; recombinant PfM18AAP, H-Glu-NHMec fluorogenic cleavage; inhibition, % at 7.35 µM; 290,000 tested, 1.2% active;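 active = inhibition above the campaign mean inhibition over all tested compounds plus 3 SD, cut at about 28% in these data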;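 also: 0% = plate median of test compound wells and 100% = 2 mM ZnCl2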
UBC9 SUMO inh = blocks human SUMOylation mediated by UBC9; 290,000 tested, 0.36% active; HTRF SUMOylation assay, SAE1/SAE2 + UBC9, in vitro; inhibition, % at 35 µM; in the data active = inhibition above about 50%, passing the limit was not always enough; also: strong numbers were not always called active
Target sequence (P63279 whole entry, looked up): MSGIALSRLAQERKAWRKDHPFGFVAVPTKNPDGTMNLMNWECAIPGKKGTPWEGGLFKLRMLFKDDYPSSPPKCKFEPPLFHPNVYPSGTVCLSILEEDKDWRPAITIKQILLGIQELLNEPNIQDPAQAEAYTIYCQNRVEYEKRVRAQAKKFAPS
IDE cell inh = cellular human IDE inhibition; HEK cells, FAbetaB cleavage, fluorescence polarization; P14735; inhibition, % at 5.59 µM; 320,000 tested, 0.41% active; AID 434962;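 active = percent inhibition above the average of all tested compounds plus 3 SD, set per screening campaign, cut at about 16% in these data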;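 also: IDE supplied by intact live HEK cells; FP after avidin binding of uncleaved biotin substrate so inhibition keeps polarization high; 0% = DMSO wells and 100% = 60 µM reference IDE inhibitor Ii1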
HCV NS3 hel inh = inhibitors of Hepatitis C virus NS3 helicase. NS3 helicase DNA unwinding, Cy5 molecular beacon fluorescence. inhibition, % at 10.9 µM. 290,000 tested, 0.56% active. AID 1800;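 active = inhibition above the mean of all tested compounds plus 3 SD, set per campaign, cut at about 35% in these data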;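 also: 0% = DMSO wells and 100% = thioflavine S control wells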
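Test system: hepatitis C virus NS3 helicase domain fragment enzyme. Also added: annealed dual-labelled DNA beacon duplex, ATP-started. Timing: 60 min unwinding reaction at 25 °C after ATP addition. Technique: Cy5 fluorescence. Measure: % inhibition of unwinding.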
p-CIP stab down = lowers stability of the mouse p/CIP coactivator protein; F442A p/CIP-EGFP cells, EGFP fluorescence, 16 h; decrease of EGFP signal, % at 10 µM; 290,000 tested, 0.01% active;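 active = EGFP signal decrease of at least 30% at 10 µM or well 3 SD below plate mean, unless failing retest; inactive = the rest, including hits failing retest or dose response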; also: some compounds called inactive have numbers as strong as hits; many of its hits are not listed in these tables
DNA FID counter = counter-screen for HCV NS3 helicase inhibitors: DNA intercalator displacement | DNA fluorescent intercalator displacement, fluorescence | inhibition, % at 7.9 µM | 290,000 tested, 0.17% active; in the data active = inhibition above about 37%;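 also: 0% = vehicle and 100% = reference compound; higher means more ethidium bromide displaced from hairpin DNA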
* marks the source's active call; other numbers are inactive results; nt = no result given; & = joins results of further samples.

SMILES	IDE cell activ	VIM-2 inh	IMP-1 inh	PfM18AAP inh	UBC9 SUMO inh	IDE cell inh	HCV NS3 hel inh	p-CIP stab down	DNA FID counter
CN1CCN(c2nc(-c3ccccc3)cc(C(F)(F)F)n2)CC1	5.5	0.2	-2.1	1.0	2.9	-0.1	-11.9	2.8	8.2
COc1ccccc1Nc1nc(N)nc(CSC(=S)N2CCOCC2)n1	5.5	-1.6	-2.6	5.6	9.4	-6.3	-0.1	-2.0	-20.5
Cc1cc(OCC(=O)Nc2sc3c(c2C#N)CC(C)(C)NC3(C)C)c(C(C)C)cc1Cl	9.4	-4.3	-2.9	8.4	7.0	6.8	-27.1	-9.6	23.8
COc1ccc(C(=O)NC(=S)NCc2ccco2)cc1	2.5	0.5	0.9	-3.8	10.6	1.8	-11.8	-3.9	-3.3
O=C(Nc1ccon1)c1cnc2sccn2c1=O	3.3	-4.8	-4.1	3.2	-2.5	7.7	-2.6	-5.6	-2.4
O=C(CC(NCCc1ccccc1)C(=O)O)Nc1ccc(O)cc1 (stereo unspecified)	nt	-2.8	-3.1	1.0	13.3	-0.1	0.4	-7.7	-7.6
O=C(OCCN1CCN(c2ncc(C(F)(F)F)cc2Cl)CC1)c1ccc(F)cc1	-2.9	-0.1	-1.3	-10.0	-15.6	-5.3	-2.9	0.2	0.5
COc1ccc2c(C)c(C(=O)NCC(C)O)oc2c1OC (stereo unspecified)	4.5	-3.8	-2.5	3.0	59.1*	-2.8	-1.2	-9.3	-4.3
Cc1noc(C)c1S(=O)(=O)N1CCC(Cc2ccccc2)CC1	-3.3	-0.6	0.2	-0.4	18.1	0.3	-6.1	-4.4	-18.7
COc1ccc(/C=N\NC(=O)CCN2CCN(c3ccccc3)CC2)cc1OC	-0.4	-5.5	-2.5	2.9	15.5	-0.6	-4.6	-13.4	-12.2
C=CCn1c(SCC(=O)NC2CCS(=O)(=O)C2)nnc1-c1ccncc1 (stereo unspecified)	2.8	-2.2	0.5	2.9	27.7	3.7	-1.0	-11.9	1.7
COc1cccc(NC(=O)CN(c2cccc(OC)c2)S(C)(=O)=O)c1	nt	-4.5	-2.0	7.2	1.2	-7.6	-1.6	-3.1	-7.8
O=C(NCc1ccccc1Cl)NC(=O)c1csc([N+](=O)[O-])c1	2.5	-0.2	-0.9	-14.3	17.4	5.3	3.8	-4.0	1.1
CCCC(C(=O)NCC1CCCO1)N(Cc1ccco1)C(=O)CNS(=O)(=O)c1ccc(F)cc1 (stereo unspecified)	5.6	-3.0	-4.3	-5.6	15.2	0.7	3.8	-3.0	-25.1
COc1ccc(C(=O)c2ccccc2)c(OCC(=O)NC2CC2)c1	-2.1	-4.9	-3.5	-1.0	5.2	-1.2	-4.4	6.8	-21.9
COc1ccc(C2C(=O)N(CCc3ccccc3)CC(=O)N2C2CCCC2)cc1 (stereo unspecified)	-6.6	-3.9	-2.8	-2.5	-9.9	2.8	-9.3	-0.3	-29.2
CC(C)Oc1ccccc1C1Nc2ccccc2C(=O)N1c1ccc2c(c1)OCCO2 (stereo unspecified)	2.8	2.0	-0.5	7.2	-3.5	3.6	-6.0	-6.2	-26.4
COc1cccc(Cn2c(NCc3cccnc3)nc3c2c(=O)n(C)c(=O)n3C)c1	3.6	0.3	-0.6	-10.3	-2.2	0.8	8.4	5.3	-11.5
O=C(Cn1c(C(=O)N2CCN(C3CCCCC3)CC2)cc2sccc21)c1ccccc1	1.9	-0.7	-6.6	-16.7	11.8	-2.2	-44.0	-1.4	16.0
CCOCCc1nn2c(=O)cc(CSCC(=O)Nc3cc(C)cc(C)c3)nc2s1	2.3	-0.1	0.2	1.5	-1.1	5.8	13.2	-5.0	-29.4
COc1ccc(CN2C(=O)CCC(C(=O)O)C2c2ccccc2)cc1 (stereo unspecified)	10.2	-2.6	-5.0	4.0	-1.7	1.7	2.7	5.7	-12.8
Cc1nc(Cl)sc1C(=O)Nc1ccccc1	6.2	-3.7	-2.6	-2.4	-15.1	-3.7	0.4	6.5	0.0
Cc1nc2ccc([N+](=O)[O-])cc2[nH]1	-0.9	-0.6	0.4	-6.6	5.9	-2.1	1.4	-13.1	1.3
COc1ccc(/C=C/C(=O)O)cc1S(=O)(=O)N1CCC(Cc2ccccc2)CC1	-0.6	-1.2	-1.9	-0.4	6.4	-2.1	4.0	-8.6	-34.1
O=C(Cn1ncc2c([nH]c3ccccc32)c1=O)N1CCN(c2ccc(F)cc2)CC1	4.6	-2.5	-2.0	-0.3	14.1	3.5	9.7	-6.2	-12.6
SMILES	IDE cell activ	VIM-2 inh	IMP-1 inh	PfM18AAP inh	UBC9 SUMO inh	IDE cell inh	HCV NS3 hel inh	p-CIP stab down	DNA FID counter
COc1ccc(CCNC(=O)c2cnc3ccccc3n2)cc1	-1.4	-1.2	-4.6	1.4	18.8	-5.1	-3.4	-18.7	-28.2
CCN(c1ccc(OC)cc1)S(=O)(=O)c1nnc(NC(=O)COc2ccccc2)s1	1.9	-2.6	-2.0	4.3	nt	0.7	-2.9	-12.7	-35.7
CCn1nc(C)c([N+](=O)[O-])c1C(=O)NNC(=O)c1ccccc1Cl	-1.2	-3.0	-1.5	-8.1	1.3	1.6	-15.3	-19.1	0.9
CCCONC(=O)Nc1ccccc1[N+](=O)[O-]	-2.5	4.7	0.2	-5.5	-4.6	6.2	-7.0	-21.6	3.1
Cc1cc2c(N=NC(=O)C3CC3c3ccccc3)c(O)[nH]c2cc1Br (stereo unspecified)	4.3	0.2	0.5	-8.0	-0.5	8.9	-3.6	-9.0	3.4
O=C(CS(=O)(=O)c1cn(Cc2ccc(F)cc2)c2ccccc12)N1CCCCC1	2.2	-0.1	-2.4	3.2	15.9	7.5	7.3	-7.1	-4.0
O=C(c1ccc(S(=O)(=O)N2CCOCC2)cc1)N1CCN(c2ccccc2F)CC1	4.1	-0.6	-3.5	0.2	3.8	1.7	0.6	-12.9	-34.6
Cc1noc(C)c1C(=O)Nc1nnc(-c2ccccc2)s1	3.1	-1.1	0.6	-3.3	-6.9	2.0	-0.5	-5.4	-13.3
CCN(CC)S(=O)(=O)c1ccc(C(=O)NCCN(C)C)cc1	-1.6	1.1	-2.7	-5.9	3.2	-0.6	-6.8	25.5	1.6
O=C(Nc1ccnn1C1CCN(C(=O)c2cnsn2)CC1)c1cccc(F)c1	-2.3	-1.8	0.0	-8.6	6.7	2.5	6.3	-4.0	-9.0
CC(C)c1ccc(NC(=O)CSc2nc3ccccc3nc2N2CCCC2)cc1	3.0	-3.2	-2.2	10.4	2.8	1.9	-11.7	-14.5	-14.3
Cn1c(Cc2csc(N)n2)nnc1SCC(=O)NC1CCCCC1	-2.1	-8.4	-3.2	-0.3	16.7	0.3	-5.0	-4.8	-9.3
COc1ccccc1CCC(=O)NNC(=O)c1ccc(Br)cc1	1.7	-4.9	-3.8	-2.2	9.2	2.1	2.2	3.1	-11.2
CCOC(=O)c1ccc(NC(=O)COc2ccc(CNCCO)cc2OCC)cc1	-4.1	0.8	0.0	-9.3	-7.1	0.3	-15.2	3.2	19.7
COC(=O)c1cccc(C(=O)N2CCCC(CCC(=O)N(C)CCc3ccccn3)C2)c1 (stereo unspecified)	3.7	1.4	-0.8	-3.0	-2.9	-2.5	1.3	4.9	-35.0
COc1cccc(N(CC(=O)NCCSc2ccccc2)S(C)(=O)=O)c1	-0.5	-2.5	-4.5	1.1	15.2	1.9	21.7	-15.1	-24.4
O=C(Nc1nc(-c2cccs2)cs1)c1cc2ccccc2oc1=O	nt	-3.1	-1.6	-1.8	-16.9	nt	5.2	-0.5	4.5
O=C(CCc1ccccc1)NNC(=O)c1ccc(F)cc1	5.8	-4.1	-2.9	-2.4	5.1	-2.1	4.7	1.6	0.1
CCOC(=O)c1c(CN2CCOCC2)n(C)c2cc(Br)c(O)c(CN(C)C)c12	1.3&-0.3	-3.5&-1.0	-2.2&2.2	20.9&5.3	-8.1&14.2	-3.1&0.7	23.3&-2.3	-9.2&-6.9	-15.3&-0.3
O=C1C2Sc3[nH]c(=O)sc3C(c3cc([N+](=O)[O-])ccc3O)C2C(=O)N1c1ccccc1 (stereo unspecified)	0.9	1.2	0.2	0.0	21.1	3.5	20.4	0.0	-9.1
CCCCOc1ccc(C(=O)NCC(=O)OC2CCOC2=O)cc1 (stereo unspecified)	-0.6	0.6	-2.6	-3.2	12.8	-3.0	3.2	-11.7	-2.7
Fc1ccccc1C1c2[nH]c3ccccc3c2CCN1Cc1ccoc1 (stereo unspecified)	3.3	-2.1	-2.4	1.1	-6.7	-0.2	-0.2	-9.2	-3.5
O=S(=O)(Nc1ccccc1)c1ccc(NS(=O)(=O)c2cccs2)cc1	8.0	-1.1	-2.6	-1.2	-5.0	2.5	-5.6	-6.3	1.4
CCOc1ccc(NS(=O)(=O)c2ccc(C(=O)N(C)Cc3cccc(OC)c3OC)cc2)cc1	2.7	-0.4	-1.8	-13.6	-4.8	-1.9	-13.3	-20.5	-46.6
COc1cc(/C=N/NC(=O)c2ccc3ccccc3c2)ccc1Oc1ccc([N+](=O)[O-])cn1	0.3	-4.2	-1.3	-1.7	-5.3	0.5	4.0	-8.7	0.9

The last 2 compounds of the part before come first, to join the parts.
SMILES	IDE cell activ	VIM-2 inh	IMP-1 inh	PfM18AAP inh	UBC9 SUMO inh	IDE cell inh	HCV NS3 hel inh	p-CIP stab down	DNA FID counter
CCOc1ccc(NS(=O)(=O)c2ccc(C(=O)N(C)Cc3cccc(OC)c3OC)cc2)cc1	2.7	-0.4	-1.8	-13.6	-4.8	-1.9	-13.3	-20.5	-46.6
COc1cc(/C=N/NC(=O)c2ccc3ccccc3c2)ccc1Oc1ccc([N+](=O)[O-])cn1	0.3	-4.2	-1.3	-1.7	-5.3	0.5	4.0	-8.7	0.9
Brc1ccc2c(c1)C(c1cccnc1)=NNC(c1cccs1)=N2	-4.6	-2.5	-3.0	8.8	6.0	1.6	-4.9	-12.6	-10.8
Cc1cc(C)c(NC(=O)c2cc(C(=O)O)ccc2C(=O)O)c([N+](=O)[O-])c1	0.5	-4.8	-3.4	-1.9	-2.5	0.3	6.6	0.6	3.3
CC1SCCN1S(=O)(=O)c1ccc2ccccc2c1 (stereo unspecified)	-2.5	-2.6	-2.1	1.4	17.8	-1.3	-0.9	-4.5	-6.7
O=C(CCCN1C(=O)C(c2ccccc2)Oc2cccnc21)NCc1ccc(F)cc1 (stereo unspecified)	-1.4	-1.1	-0.8	-5.3	nt	-0.9	5.4	-6.0	-43.0
CC1(C(=O)OCC(=O)N2c3ccccc3Sc3ccccc32)CC1(Cl)Cl (stereo unspecified)	1.5	1.7	0.0	-7.0	-14.2	0.3	3.0	-10.2	0.8
OC(CNCc1ccc(Cl)c(Cl)c1)c1ccccc1 (stereo unspecified)	2.8	-3.9	-3.2	6.5	16.5	1.4	-10.6	3.4	18.9
O=C(CC(=O)NC1CCCCC1)N/N=C/c1ccc(Cl)cc1	2.1	-3.9	-1.1	2.1	-1.4	-2.2	4.2	-20.4	-3.7
